Giardia kill: kills Giardia lamblia | activity change, % at 7.66 µM, hits read low | 340,000 tested, 0.15% active | Giardia lamblia trophozoite viability; in the data active = activity change below about -80%; inconclusive = between about -30% and that limit;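 also: parasites exposed to compound for two days anaerobically before the ATP read; % is scaled to controls: 0 for no effect and ±100 for the full control effect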
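Compounds were tested on trophozoites seeded at 100 cells/well and held 48 hrs at 37 deg C anaerobically. An ATP-based luminescent kit measured the remaining live cells.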
FLuc modulator: counter-screen for miR-21 project: firefly luciferase inhibitors or activators; 360,000 tested, 6.9% active; AID 588342; Potency, µM (highest dose often 57.5 µM), without a hit: at the top dose activity change, negative = inhibition, hits mostly inhibitors; P08659; purified FLuc, Km substrates, luminescence inhibition;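 also: potency is read from the fitted curve at half-maximal effect; plate controls were vehicle for no effect and reference inhibitor for full effect; nearly all actives have a fitted effect of over 55% in size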
Target sequence (P08659 whole entry, looked up): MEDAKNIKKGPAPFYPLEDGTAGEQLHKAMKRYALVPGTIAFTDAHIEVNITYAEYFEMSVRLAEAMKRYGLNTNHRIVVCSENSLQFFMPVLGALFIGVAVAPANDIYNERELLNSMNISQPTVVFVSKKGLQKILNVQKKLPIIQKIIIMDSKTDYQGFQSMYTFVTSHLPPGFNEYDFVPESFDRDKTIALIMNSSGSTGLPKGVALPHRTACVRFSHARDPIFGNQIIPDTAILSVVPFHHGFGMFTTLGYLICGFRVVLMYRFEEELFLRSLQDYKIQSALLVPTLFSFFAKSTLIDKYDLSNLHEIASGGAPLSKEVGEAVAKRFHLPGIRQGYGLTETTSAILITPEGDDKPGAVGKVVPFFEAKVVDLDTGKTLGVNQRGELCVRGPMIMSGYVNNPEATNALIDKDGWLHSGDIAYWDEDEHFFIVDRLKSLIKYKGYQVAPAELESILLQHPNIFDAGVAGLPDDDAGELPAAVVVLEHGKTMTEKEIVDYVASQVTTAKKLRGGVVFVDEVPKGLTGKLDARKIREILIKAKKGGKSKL
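Purified P. pyralis luciferase, 10 nM final, with Km-level 10 uM D-luciferin and 10 uM ATP in 50 mM Tris acetate pH 7.5, 10 mM Mg acetate, 0.01% Tween-20, 0.05% BSA; 6-point qHTS titration about 60 µM downward; luminescence read.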
KCNH2 3.1 inh: inhibitors of human KCNH2 3.1 potassium channel isoform; activity change, % (tested at about 1.8 µM); AID 720553; U2OS KCNH2 3.1, thallium flux FluxOr; stronger effect = lower value; 340,000 tested, 0.95% active;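 active = maximum activity change below -70%; inconclusive = maximum activity change from -70% to -50%; inactive = maximum activity change above -50%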;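 also: thallium influx rate constant from kinetic fluorescence after stimulation buffer; % is scaled to controls: 0 for no effect and ±100 for the full control effect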
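Thallium flux read-out: FluxOr dye with Red40 quencher in HBSS/HEPES, 45 min at RT. Rate constants from kinetic reads were normalized to positive and negative DMSO controls. Cells: U2OS virally expressing the 3.1 isoform.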
VP16 counter: inhibits Gal4-VP16 luciferase reporter, ROR gamma counter-screen. Drosophila S2 Gal4-VP16 UAS-luciferase, luminescence, 20 h. Potency, µM (top dose mostly 53.6 µM), without a hit: at the top dose activity, negative = inhibition, most hits filed as inhibitors. 310,000 tested, 3.5% active. AID 2546;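 also: Gal4-VP16 expression switched on by copper sulfate through the metallothionein promoter; potency is read from the fitted curve at half-maximal effect; % is scaled to controls: 0 for no effect and ±100 for the full control effect; nearly all actives have a fitted effect of over 50% in size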
NPC1 prom act: NPC1 promoter activation. Huh7 NPC1 promoter luciferase reporter, 24 h. Potency, µM (series often up to 9.22 µM), for the others: at the highest dose activation, most hits filed as activators. 320,000 tested, 2.4% active. AID 485313;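 also: potency is read from the fitted curve at half-maximal effect; % of control where 0% means no effect; nearly all actives have a fitted effect of over 60% in size; reporter is driven by a mutant NPC1 promoter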
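Huh7 reporter cells (NPC1 promoter driving luciferase) are dosed with compound for 24 h at 37 °C, 5% CO2; luciferase detection reagent is then added and luminescence measured after 10 min at ambient temperature.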
RORgamma inh: blocks mouse ROR gamma transcriptional activity | 310,000 tested, 5.4% active | Drosophila S2 Gal4-RORgamma UAS-luciferase reporter, 20 h | Potency, µM (highest dose often 53.6 µM), for the others: top-dose activity change, negative = inhibition, actives largely listed as inhibitors | AID 2551 | P51450; also: potency is read from the fitted curve at half-maximal effect; % is scaled to controls: 0 for no effect and ±100 for the full control effect; nearly all actives have a fitted effect of over 60% in size
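Read-out: Photinus luciferase luminescence; inhibitors lower reporter signal. Insect Schneider cells with Gal4-ROR gamma fusion under metallothionein promoter, UAS reporter; 700 uM final copper sulfate induction, 20 hr, ambient temperature.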
Tb PFK block: inhibitors of T. brucei phosphofructokinase. 330,000 tested, 0.17% active. O15648. T. brucei PFK, ADP-Glo luminescence. Potency, µM (titrated, usually from 57.5 µM), for inactives: top-dose activity, negative = inhibition, hits mostly inhibitors;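 also: potency is read from the fitted curve at half-maximal effect; 0% = uninhibited 1x PFK enzyme wells and -100% = no-enzyme wells; nearly all actives have a fitted effect of over 60% in size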
Target sequence (O15648 whole entry, looked up): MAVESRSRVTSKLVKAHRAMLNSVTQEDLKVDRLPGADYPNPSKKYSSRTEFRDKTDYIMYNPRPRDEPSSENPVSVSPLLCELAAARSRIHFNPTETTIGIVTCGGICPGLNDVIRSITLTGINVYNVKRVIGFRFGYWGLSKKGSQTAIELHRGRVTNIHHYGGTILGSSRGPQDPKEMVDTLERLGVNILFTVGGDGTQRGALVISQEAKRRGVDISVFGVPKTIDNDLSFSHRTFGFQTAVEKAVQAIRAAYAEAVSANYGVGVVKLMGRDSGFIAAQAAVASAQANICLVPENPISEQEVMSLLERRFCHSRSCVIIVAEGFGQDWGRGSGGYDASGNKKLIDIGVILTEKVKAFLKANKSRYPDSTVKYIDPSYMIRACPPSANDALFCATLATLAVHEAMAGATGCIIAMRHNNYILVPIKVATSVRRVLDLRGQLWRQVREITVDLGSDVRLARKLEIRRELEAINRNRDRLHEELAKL
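Luminescent ADP detection (ADP-Glo, two-step: ATP depletion then ADP-to-ATP conversion for luciferase) reported PFK activity after 45 min room-temperature reaction of 1.25 nM enzyme with 0.5 mM F6P and 0.1 mM ATP at pH 8.0.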
Rab9 prom act: activators of Rab9 promoter; Huh7 Rab9 promoter-luciferase reporter, luminescence, 24 h; Potency, µM (series often up to 9.22 µM), inactives show at the highest dose activation, negative = inhibition, most hits filed as activators; 320,000 tested, 2.8% active; AID 485297; also: potency is read from the fitted curve at half-maximal effect; % of control where 0% means no effect; nearly all actives have a fitted effect of over 60% in size
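Stable Rab9-luc Huh7, 1500 cells/well, 2 h settle; cmpd in DMSO, 24 h, 37 °C/5% CO2; luciferase reagent 10 min RT; luminescence.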
uPA generation: inhibitors of cell surface uPA generation. cell surface uPA generation assay, qHTS. 330,000 tested, 0.31% active. Potency, µM (doses to about 38.3 µM), without a hit: top-dose activity change, negative = inhibition, most hits filed as inhibitors; active = well fitted inhibition curve with a large enough effect; inconclusive = small, poorly fitted or top-dose-only effect; inactive = no such curve, though single readings can be large or run the other way; tested in mouse RAW 264.7 cells; also: potency is read from the fitted curve at half-maximal effect; % is scaled to controls: 0 for no effect and ±100 for the full control effect; nearly all actives have a fitted effect of over 55% in size
Coupling enz: inhibits coupling enzyme system, counter-screen for aldolase hits; activity change, negative = inhibition, % at 58.2 µM, hits read low; coupling enzyme system counterscreen, AmpLite Red fluorescence; 290,000 tested, 0.67% active; in the data active = activity change below about -30%; also: % is scaled to controls: 0 for no effect and ±100 for the full control effect
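Activity here indicates interference with the coupling reaction, not aldolase inhibition. Compounds at 57.5 uM final met coupling enzymes for 10 min at RT; substrate and AmpLite Red detection followed, with a 525/598 nm fluorescence read after 20 min.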
ELG1 genotox: induces genotoxicity in HEK293T cells with luciferase-tagged ELG1. HEK293T ELG1-luciferase reporter, luminescence, 16 h. Potency, µM (series often up to 46 µM), without a hit: top-dose activity change, positive = activation, most hits filed as activators. 330,000 tested, 1.3% active. AID 504466; also: potency is read from the fitted curve at half-maximal effect; % of control where 0% means no effect; nearly all actives have a fitted effect of over 60% in size
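Luminescence read-out: rising ELG1-luciferase signal, reflecting elevated ELG1 protein under genetic stress, flags genotoxic compounds. Cells were treated for 16 hr at 37 °C before ONE-Glo detection.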
The depositor's hits bear a star; ? = inconclusive; . = not tested or not shown; [ ] = another dose, or the depositor's remark. Unless noted, calls follow the shape of the dose curve; as a rule, active = well fitted curve in the direction sought with a large enough effect; inconclusive = small, poorly fitted or top-dose-only effect, or another doubt; inactive = no such curve, though single readings can be large; an effect the other way counts as inactive or inconclusive. This is a random part of the collection (roughly 14% active in at least one column).

SMILES	Giardia kill	FLuc modulator	KCNH2 3.1 inh	VP16 counter	NPC1 prom act	RORgamma inh	Tb PFK block	Rab9 prom act	uPA generation	Coupling enz	ELG1 genotox
CCCCS(=O)CC(CS(=O)CCCC)OC(=O)c1ccc(C)cc1 (stereo unspecified)	-7	4%	10	0%	1%	-1%	6%	-14%	0%	0	2%
COc1ccc(CNC(=O)Cc2c(C(=O)O)[nH]c3ccccc23)c(OC)c1	-8	2%	12	-1%	-1%	8%	2%	-1%	4%	9	0%
CCN(CC)c1c([N+](=O)[O-])c(=O)oc2ccccc12	-12	-11%	3	-9%	-1%	2%	0%	0%	.	0	0%
O=C1c2c(Br)c(Br)c(Br)c(Br)c2C(=O)N1c1ccccn1	4	4%	-4	?	-16%	3%	3%	-12%	-10%	-1	12%
COc1ccc(O[C@H]2C=C[C@@H](c3ccccc3)O[C@@H]2CO/N=C(\C)CCC(=O)OC[C@H]2O[C@H](c3ccccc3)C=C[C@@H]2Oc2ccc(OC)cc2)cc1	.	1%	.	-3%	-3%	6%	2%	-3%	.	0	2%
Cc1ccc(C(C(=O)NCc2ccco2)N(C(=O)Cn2nnc3ccccc32)c2ccccc2)o1 (stereo unspecified)	-13	0%	-12	-1%	1%	-1%	-3%	1%	0%	0	-1%
CCOC(=O)C1CCCN(C(=O)Cc2c(F)cccc2Cl)C1 (stereo unspecified)	2	1%	0	-15%	3%	4%	0%	0%	3%	-5	-5%
CCN1CCN(S(=O)(=O)c2cc(OC)ccc2OC)CC1	6	2%	13	.	-3%	8%[0.365 µM]	-12%	3%	8%	-1	0%
CN(C)C(=O)c1ccccc1NC(=O)Cc1cccc2ccccc12	-12	0%	13	-6%	-4%	-35%	2%	-2%	-5%	-1	-5%
CCOc1ncccc1C(=O)OCC(=O)Nc1cccc(S(=O)(=O)N2CCCCCC2)c1	-4	.	8	.	0%	.	-13%	-1%	-4%	.	-1%
Nc1c(Cl)ncnc1NCC(O)CO (stereo unspecified)	4	-2%	7	-4%	2%	13%	2%	-3%	7%	0	-1%
Cc1cc(NC(=O)CN2C(=O)NC(C)(c3ccccc3)C2=O)no1 (stereo unspecified)	-22	6%	1	10%	-2%	?	1%	-4%	.	1	-1%
COC(=O)c1cc(CSc2ncnc3sccc23)oc1C	4	?	1	-3%	6%	-5%	0%	8%	4%	-1	-4%
CCOc1ccc(N/C(N)=N/c2nc(CSc3nnnn3-c3ccccc3)cc(=O)[nH]2)cc1	0	-2%	-2	3%	-3%	23%	1%	-1%	1%	1	12%
COc1cccc(CNC(=O)CN(C)S(=O)(=O)c2cccc3cccnc23)c1	-12	-2%	-5	-12%	-1%	13%	1%	-1%	-1%	0	-3%
COc1cc(C(C(=O)Nc2c(C)cccc2C)N(C)C(=O)c2ccc(-n3cnnn3)cc2)ccc1O (stereo unspecified)	16	0%	7	-1%	-1%	11%	-1%	-1%	2%	4	-5%
COc1ccc(NC(=O)c2c(C)nn(-c3ccccc3)c2Cl)cc1	7	?	-4	26%	22%	42%	-3%	16%	4%	2	3%
CCN(C(=O)CN1CCN(c2cccc(Cl)c2)CC1)c1c(N)n(Cc2ccccc2)c(=O)[nH]c1=O	0	-5%	-4	9%	-1%	-31%	-1%	-3%	-1%	-1	0%
Cn1c(Cl)nc2c1c(=O)n(Cc1cccc(Br)c1)c(=O)n2C	-13	7%	-9	5%	-2%	7%	0%	-4%	.	4	-1%
COc1ccc(-n2c(C)nc3c(cnn3-c3ccc(Cl)cc3)c2=O)cc1	12	-9%	13	?	-11%	-23%	-4%	-8%	-8%	-1	-11%
CC1Cc2ccccc2N1C(=O)CCS(=O)(=O)c1ccc2c(c1)NC(=O)CS2 (stereo unspecified)	5	-2%	13	1%	-4%	-2%	1%	1%	4%	.	-5%
O=C(CCS(=O)(=O)c1ccc(Br)cc1)NCc1ccc(F)cc1	37[activator]	-3%	-5	-1%	0%	5%	24µM*	3%	-6%	0	-1%[9.26 µM]
CC(=O)c1c(C)[nH]c(C(=O)CSc2nc3ccccc3n2C)c1C	8	-4%	-1	?	-5%	17%	0%	-12%	-6%	0	0%
CCOC(=O)CCC(=O)Nc1ccc(S(=O)(=O)Nc2cc(OC)nc(OC)n2)cc1	-22	-3%	9	-6%	-2%	1%	-20%	-1%	8%	7	0%

Single records (already shown). Screens in order: Giardia kill | FLuc modulator | KCNH2 3.1 inh | VP16 counter | NPC1 prom act | RORgamma inh | Tb PFK block | Rab9 prom act | uPA generation | Coupling enz | ELG1 genotox
Listed for CC(=O)c1c(C)[nH]c(C(=O)CSc2nc3ccccc3n2C)c1C : 8 | -4% | -1 | ? | -5% | 17% | 0% | -12% | -6% | 0 | 0%
Listed for CCOC(=O)CCC(=O)Nc1ccc(S(=O)(=O)Nc2cc(OC)nc(OC)n2)cc1 : -22 | -3% | 9 | -6% | -2% | 1% | -20% | -1% | 8% | 7 | 0%
Listed for CC1Cc2ccccc2N1C(=O)CCS(=O)(=O)c1ccc2c(c1)NC(=O)CS2 (stereo unspecified) : 5 | -2% | 13 | 1% | -4% | -2% | 1% | 1% | 4% | . | -5%
Listed for CCOc1ccc(N/C(N)=N/c2nc(CSc3nnnn3-c3ccccc3)cc(=O)[nH]2)cc1 : 0 | -2% | -2 | 3% | -3% | 23% | 1% | -1% | 1% | 1 | 12%
Listed for COc1ccc(-n2c(C)nc3c(cnn3-c3ccc(Cl)cc3)c2=O)cc1 : 12 | -9% | 13 | ? | -11% | -23% | -4% | -8% | -8% | -1 | -11%

Next part:
SMILES	Giardia kill	FLuc modulator	KCNH2 3.1 inh	VP16 counter	NPC1 prom act	RORgamma inh	Tb PFK block	Rab9 prom act	uPA generation	Coupling enz	ELG1 genotox
CN(C)CCN(C(=O)c1ccc2ccccc2c1)c1nc2c(F)cccc2s1	16	2%	5	2%	1%	13%	-2%	8%	0%	-1	0%
Cc1ccc(C(C(=O)NC(C)(C)C)N(CC2CCCO2)C(=O)Cn2nnc(-c3ccc(C)o3)n2)cc1 (stereo unspecified)	7	-2%	19	-10%	0%	74%	-2%	-1%	.	-8	1%
COC(=O)C(CSCc1ccccc1)NC(=O)CSc1nc(C)cc(=O)[nH]1 (stereo unspecified)	9	-12%	11	-23%	2%	0%	-6%	2%	-3%	0	2%
O=C(c1cccs1)N1CCN(C23CC4CC(CC(C4)C2)C3)CC1	1	0%	3	-22%	-6%	?	0%	4%	-7%	.	-2%
COC(=O)c1ccc(NC(=O)CSc2nnc(Cc3cccn3C)n2-c2ccc(F)cc2)cc1	12	-1%	0	-1%	1%	18%	0%	-3%	8%	0	-7%
Cc1cc(NC(=O)C2CCCO2)ccc1Br (stereo unspecified)	-23	0%	-2	-2%	-8%	16%	-4%	0%	4%	2	4%
CCOc1ccc(CCNC(=O)COC(=O)c2cccc(S(=O)(=O)N3CCCC3)c2)cc1OCC	-10	0%	-9	.	-5%	.	-3%	4%	-11%	.	-2%
COc1ccccc1C(=O)OCn1nnc2ccccc2c1=O	-7	-2%	0	6%	4%	-10%	3%	-2%	-7%	0	2%
O=C(Nc1ccc(Br)cc1)c1cccc2c1C(=O)N(C1CCCCC1)C2	-12	-3%	-18	-10%	-8%	-3%	-1%	12%	-5%	.	0%

Two of the compounds above, with each value named:
COC(=O)C(CSCc1ccccc1)NC(=O)CSc1nc(C)cc(=O)[nH]1 (stereo unspecified)
  Giardia kill = 9
  FLuc modulator = -12%
  KCNH2 3.1 inh = 11
  VP16 counter = -23%
  NPC1 prom act = 2%
  RORgamma inh = 0%
  Tb PFK block = -6%
  Rab9 prom act = 2%
  uPA generation = -3%
  Coupling enz = 0
  ELG1 genotox = 2%

O=C(c1cccs1)N1CCN(C23CC4CC(CC(C4)C2)C3)CC1
  Giardia kill = 1
  FLuc modulator = 0%
  KCNH2 3.1 inh = 3
  VP16 counter = -22%
  NPC1 prom act = -6%
  RORgamma inh = ?
  Tb PFK block = 0%
  Rab9 prom act = 4%
  uPA generation = -7%
  Coupling enz = .
  ELG1 genotox = -2%
